CAL PDZ FP: human CAL PDZ-peptide interaction inhibition; Q9HD26; purified CAL PDZ, TMR-peptide fluorescence polarization, 1 h; inhibition, % at 20 µM; hit rate 0.02% among 330,000; AID 504414;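 active = highest replicate inhibition of at least 40%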;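 note: plate controls were DMSO neutral control wells for no effect and unlabeled competitor peptide control wells for full effect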
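System: purified tagged CAL PDZ domain construct (CerCALP). Schedule: 1 h incubation at room temperature before polarization reading. Medium: 25 mM sodium phosphate pH 7.4, 150 mM NaCl, TCEP, IgG, Thesit. Read-out: percent inhibition from loss of millipolarization. Measured by: FP readout, S and P plane fluorescence. Probe or stimulus: fluorescent TMR peptide probe.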
Rtt109 Vps75: C. albicans Rtt109 histone acetyltransferase inhibition; purified Rtt109/Vps75, ThioGlo CoA-SH fluorescence, 4 h; inhibition, % at 34.9 µM; hit rate 0.16% among 330,000;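 active = inhibition of at least 50% in every replicate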
Target sequence (Q5AAJ8 whole entry, looked up): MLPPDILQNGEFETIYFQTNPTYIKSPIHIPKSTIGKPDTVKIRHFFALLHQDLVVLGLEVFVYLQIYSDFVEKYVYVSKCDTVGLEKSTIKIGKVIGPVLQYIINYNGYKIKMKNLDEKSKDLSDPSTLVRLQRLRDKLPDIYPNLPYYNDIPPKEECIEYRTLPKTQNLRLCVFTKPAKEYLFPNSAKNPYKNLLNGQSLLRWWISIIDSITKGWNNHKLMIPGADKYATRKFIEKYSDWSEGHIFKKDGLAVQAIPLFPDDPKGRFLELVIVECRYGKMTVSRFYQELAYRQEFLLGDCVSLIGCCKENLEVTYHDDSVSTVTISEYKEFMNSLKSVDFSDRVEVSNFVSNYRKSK
Wnt bcat act: activates Wnt/beta-catenin signaling in a reporter cell assay; activator, plate reader; activation, % at 9.35 µM; hit rate 1.2% among 300,000; in the data active = activation above about 30%, passing the limit was not always enough;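 note: 0% = neutral control wells and 100% = positive control wells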
E coli growth: counter-screen for AddAB inhibitors: E. coli growth inhibition | E. coli V3065 growth, OD600 absorbance, 18 h | inhibition, % at 11.9 µM | hit rate 0.27% among 330,000 | AID 449728;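 active = inhibition above the campaign's mean inhibition across all tested compounds plus 3 SD, cut at about 9.9% in these data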;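 note: uninfected addAB+ strain grown without phage in ampicillin broth; 0% = DMSO wells and 100% = ciprofloxacin 0.95 µg/ml wells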
PvdQ inh: P. aeruginosa PvdQ acylase inhibition | purified PvdQ acylase, fluorescence plate reader | inhibition, % at 10 µM | hit rate 0.063% among 340,000 | AID 488965; in the data active = inhibition above about 30%, passing the limit was not always enough;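 note: 0% = vehicle neutral wells and 100% = reference inhibitor wells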
phage Ecoli inh: E. coli growth loss with phage present; growth absorbance; inhibition, % at 11.9 µM; hit rate 0.26% among 360,000; in the data active = inhibition above about 11%
PfHsp90 yeast 2: inhibits growth of yeast expressing Plasmodium falciparum Hsp90; S. cerevisiae expressing PfHsp90, BacTiter-Glo ATP, 48 h; yeast lacking PDR1 and PDR3 efflux regulators; hit rate 0.32% among 310,000; inhibition, % at 9.4 µM;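 active = every replicate shows inhibition above about 80%, whatever the replicate mean, limit read from the data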;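 note: 0% = DMSO neutral controls and 100% = 20 µM radicicol positive controls; yeast relying on Plasmodium falciparum Hsp90 in place of its own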
DAGLB inhibitor: diacylglycerol lipase beta (human) inhibition; HEK293T DAGLB membrane lysate, EnzChek fluorogenic substrate; inhibition, % at 5.17 µM; hit rate 0.059% among 340,000; AID 504411; in the data active = inhibition above about 34%;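 note: 0% = enzyme with vehicle and 100% = wells lacking enzyme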
Target sequence (Q8NCG7 whole entry, looked up): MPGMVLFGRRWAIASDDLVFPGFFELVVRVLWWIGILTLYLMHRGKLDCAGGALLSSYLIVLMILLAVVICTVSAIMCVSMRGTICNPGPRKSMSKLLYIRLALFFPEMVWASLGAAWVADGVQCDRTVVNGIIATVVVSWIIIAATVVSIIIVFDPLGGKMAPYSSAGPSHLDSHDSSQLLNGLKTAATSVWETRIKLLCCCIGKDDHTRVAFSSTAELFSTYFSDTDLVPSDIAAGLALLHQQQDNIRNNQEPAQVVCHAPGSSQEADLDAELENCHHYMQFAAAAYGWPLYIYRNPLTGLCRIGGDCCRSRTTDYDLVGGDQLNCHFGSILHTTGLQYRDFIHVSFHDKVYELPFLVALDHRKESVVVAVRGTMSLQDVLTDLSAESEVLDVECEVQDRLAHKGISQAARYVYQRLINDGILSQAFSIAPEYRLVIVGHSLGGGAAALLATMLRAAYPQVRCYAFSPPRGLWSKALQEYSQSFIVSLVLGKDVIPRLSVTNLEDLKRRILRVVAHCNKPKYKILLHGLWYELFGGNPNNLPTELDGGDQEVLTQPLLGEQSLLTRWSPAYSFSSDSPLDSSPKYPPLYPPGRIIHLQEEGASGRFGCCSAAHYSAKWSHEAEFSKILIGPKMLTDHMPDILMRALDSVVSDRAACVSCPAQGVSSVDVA
Tat transport: inhibitors of E. coli Tat protein transport. E. coli MC4100 TorA-mCherry Tat export, fluorescence. inhibition, % at 10 µM. hit rate 0.036% among 340,000. AID 488895;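 active = mean replicate inhibition at least 50% and at least half of replicates individually reaching 50%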;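 note: exported cargo escapes ClpAP degradation while cytoplasmic cargo is degraded and loses fluorescence; 0% = median of neutral control wells and 100% = median of NaSCN control wells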
AddAB inh: less growth of phage-infected E. coli with AddAB; E. coli expressing H. pylori AddAB, absorbance growth; inhibition, % at 11.9 µM; hit rate 0.29% among 330,000; in the data active = inhibition above about 12%;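 note: 0% = vehicle wells of infected cells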
* hit, by the source's call; . = not tested or not shown.

SMILES	CAL PDZ FP	Rtt109 Vps75	Wnt bcat act	E coli growth	PvdQ inh	phage Ecoli inh	PfHsp90 yeast 2	DAGLB inhibitor	Tat transport	AddAB inh
O=C(NCCc1nc2ccccc2[nH]1)/C(=C/c1ccco1)NC(=O)c1ccccc1Br	-0.2	-7	0	-0.8	-8	2.5	8	0	3	1.9
Cc1ccc(OCCn2c(CCNC(=O)C(C)C)nc3ccccc32)cc1	-0.6	-2	.	3.2	-17	3.0	8	-2	2	1.1
COc1ccc([N+](=O)[O-])cc1NC(=O)CSc1ncccn1	-0.2	-7	-1	-0.8	-15	2.4	-29	.	-1	2.7
Cc1c(Cl)cccc1NC(CC(=O)c1ccccc1)C(=O)O (stereo unspecified)	-1.1	70*	-1	0.7	-3	0.1	14	-2	-11	5.0
O=C(CSC1=NC2(CCCCCC2)N=C1c1ccccc1)Nc1ccc2c(c1)OCCO2	-0.3	-12	0	1.2	-3	2.1	-3	-27	10	3.2
Cc1ccccc1OCC(=O)Nc1cccc(Cl)c1C	-1.3	-7	6	-0.1	-10	1.1	-39	-13	1	2.1
C/C(=N\NC(=O)CSc1nc2nc(C)cc(C)n2n1)c1ccccc1	-0.1	6	.	0.2	-8	0.8	6	-2	-15	1.3
COc1ccc(-c2sc3ccc(N4CCOCC4)cc3c2C#CCCO)cc1	0.4	4	-7	-0.7	-9	0.0	2	4	12	0.6
COc1cc(C)c(CNc2cccc(C)c2)cc1C	-1.3	9	-5	0.2	2	2.2	0	-5	3	1.4
CCOC(=O)N1C/C(=C\c2ccccc2)C(=O)/C(=C/c2ccccc2)C1	-0.9	0	0	.	-2	1.8	-13	2	-4	.
CCOc1cc(C)c(Cl)cc1S(=O)(=O)NC1CC(C)(C)NC(C)(C)C1	-1.9	-7	.	-1.6	-12	-0.3	1	0	-3	0.9
CC1(OC(=O)C2CCCC2)C(=O)C=C2C=C(c3ccsc3)N(CCc3c[nH]c4ccccc34)C=C2C1=O (stereo unspecified)	0.7	-3	.	-1.2	8	.	.	7	1	2.8
COC(=O)c1cc2nc(-c3ccc(C)cc3)cc(C(F)(F)F)n2n1	-2.2	.	.	0.3	30	5.5	26	-2	2	3.3
COc1ccc(-c2csc(Nc3ccccc3)[n+]2Cc2ccccc2)cc1	0.5	14	0	-2.3	-12	0.6	-8	-4	-1	1.6
Cc1nn(-c2ccccc2)c(C)c1-c1cc(C(=O)N/N=C/c2ccc(O)cc2)[nH]n1	-2.9	2	4	-0.3	-13	2.3	-32	3	24	-1.7
COc1ccc(NC(=O)[C@@H](NS(=O)(=O)c2cccc(Cl)c2)C(C)C)cc1S(=O)(=O)N1CCOCC1	0.4	-10	17	1.1	-5	6.9	1	1	-3	0.5
O=C(O)C1C2CCC(O2)C1C(=O)NCc1ccccc1Br (stereo unspecified)	-0.4	1	-1	2.1	-5	3.5	-5	0	16	2.1
Cc1ccc(Cl)cc1NC(=S)NCCCSC1CCCCC1	-0.8	15	-2	-0.2	7	2.1	-4	-9	-7	1.8
COc1c(C(=O)N2CCCC2)ccc2ccccc12	.	-5	-2	-0.2	-16	4.2	.	3	1	1.9
Cc1cc([N+](=O)[O-])nn1Cc1ccc(C(=O)N/N=C/c2ccc(O)cc2O)cc1	-2.0	-1	-7	20*	-5	17*	21	4	-2	19*
Cc1cc(/C=N/n2cnnc2)c(C)n1-c1cccc(C(=O)O)c1	-0.3	1	0	-0.9	-21	-1.0	-25	-3	-13	-1.5
Cc1ccc(S(=O)(=O)N2CCCCC2)cc1C(=O)NC1CCCCC1	-0.2	-3	1	1.4	-14	-0.8	-8	-2	-1	-0.2
CC(C)CC(=O)N1CCC(O)(CS(=O)(=O)Cc2ccccc2)CC1	0.0	-7	5	1.3	-9	3.4	13	0	0	2.2
CC12CCC(=O)N1C(C(=O)Nc1cc(S(=O)(=O)N3CCCCCC3)ccc1OCC(F)(F)F)CS2 (stereo unspecified)	-2.4	6	13	0.7	-13	-2.3	-5	-3	6	2.5
Cc1ccc(OC(C)C(=O)N2CCN(c3ccccn3)CC2)cc1 (stereo unspecified)	-0.9	-1	-3	.	-10	1.4	-17	4	-15	.
Cc1ccc2c(COC(=O)c3ccccc3Cl)cc(=O)oc2c1	-0.9	11	13	-2.5	5	4.0	23	-3	-3	2.5
Cc1ccc(S(=O)(=O)N2CCC(C(=O)N/N=C/c3cccn3C)CC2)cc1	0.1	-9	-7	0.6	-7	-1.0	.	1	7	-0.9
Cc1ccccc1OCC(=O)Nc1ccc2c(c1)Cc1ccccc1-2	-3.0	-3	-2	-0.2	5	.	8	-7	8	-0.4
O=C(NCc1nnc(SCC(=O)N2CCCC2)o1)c1ccco1	-1.3	-8	13	-1.1	-12	3.4	-5	-1	7	-1.7
CCO[C@H]1OC(C(=O)NC2CC2)=C[C@@H](c2ccc(C(F)(F)F)cc2)[C@@H]1CCCO	0.0	4	-7	-2.1	-1	1.4	1	1	8	-1.8
O=C(CCC(=O)Nc1ccc(F)cc1)N/N=C/c1cc([N+](=O)[O-])ccc1O	-0.1	11	-15	-2.1	-4	-0.1	30	7	0	-1.7
CCCOC(=O)c1ccc(OC(=O)c2ccco2)cc1	-0.3	4	-3	0.0	22	1.9	-4	0	6	0.4
COc1ccc(CCNC(=O)COc2ncnc3ccccc23)cc1	0.0	-1	-1	-0.1	-15	6.0	12	3	6	2.7
O=C(O)CCCCCN1C(=O)CSC1=S	0.8	-4	.	-0.9	6	0.0	-10	-2	-7	1.9
CN(Cc1nc2ccc(Cl)cc2[nH]1)Cc1nc(-c2cnccn2)no1	0.0	1	-9	-1.1	-5	2.3	11	-2	-4	2.5
COc1ccc(C)cc1NC(=O)CN(C)S(=O)(=O)c1ccc2c(c1)CCCN2C(C)=O	-0.7	-1	0	-0.1	3	0.3	7	-3	-2	0.0
CCOc1ccc(S(=O)(=O)N2CCCCC2)cc1NC(=O)CCNC(=O)c1ccco1	-0.6	1	1	.	-12	4.0	9	0	5	.
O=C(CSc1ccccc1F)OCC(=O)N1CCN(C(=O)c2ccco2)CC1	-0.6	-7	-3	-1.9	7	2.2	.	-4	2	2.7
CN(C)CC(C)(C)CNS(=O)(=O)c1ccc(Cl)s1	-1.0	.	-3	-0.3	-12	5.5	-5	2	-1	4.1
Cc1noc(C)c1CSc1ccccc1C(=O)Nc1nccs1	-4.7	-4	6	-0.9	-4	1.1	-11	3	6	-0.8
CC(NC(=O)C(C)N1CCN(Cc2ccccc2)CC1)c1ccc(F)cc1 (stereo unspecified)	0.3	-14	-3	-0.2	-6	-0.3	0	0	7	3.6
Cc1ccsc1/C=N/NC(=O)CNC(=O)c1ccc(S(=O)(=O)N(C)C)cc1	-2.8	.	-4	-1.3	4	2.7	-9	0	-4	4.1
CC(C)C[C@H](NC(=O)OC(C)(C)C)C(=O)N[C@@H](CO)[C@H](O)[C@@H]1C[C@@H]1C(=O)NC1CC1	0.5	0	-1	-2.4	-17	-1.3	-11	-1	5	0.1
CCc1ccccc1Nc1nc(N)nc(CSCC(=O)c2cc(C)n(C)c2C)n1	0.8	22	-2	-3.5	-16	1.6	8	0	-2	2.6
O=C(Nc1ccc(-c2cccc(F)c2)cc1)C1CCCN(Cc2ccccn2)C1 (stereo unspecified)	-3.1	4	1	-3.8	-14	0.5	25	0	3	-1.1
C=C(CO)C1Cc2cc(C(C)=O)ccc2O1 (stereo unspecified)	0.4	3	-3	-4.0	4	-1.0	-1	-1	-1	1.2
Cc1cccc(CSc2ncc(CO)n2C)c1	-0.5	-4	.	-0.3	9	3.4	5	0	0	0.8
COc1ccc(CCNC(=O)Cn2c(=O)n(CC3CCCO3)c(=O)c3cc(OC)c(OC)cc32)cc1OC (stereo unspecified)	-1.7	1	5	0.4	-8	1.0	15	1	8	2.1
O=[N+]([O-])c1ccc2c(c1)C(N1CCOCC1)/C(=C/COc1ccc(F)cc1)O2 (stereo unspecified)	-0.4	-2	.	0.2	-8	4.0	29	-9	8	3.5
Cc1cc(O)ccc1N1C(=O)c2cccc3cc([N+](=O)[O-])cc(c23)C1=O	1.1	2	-1	1.2	-12	4.6	2	1	2	-0.4
O=c1[nH]c(SCc2ccccc2Cl)nc2[nH]ncc12	-4.0	18	.	-1.2	-5	0.9	5	-2	2	-1.0
O=C(CNS(=O)(=O)c1ccc(C(=O)N2CCOCC2)cc1)N1CCOCC1	0.2	-3	.	2.9	-16	1.9	36	-1	-6	4.8
O=C(NCCO)c1ccc2nc(-c3ccco3)c(-c3ccco3)nc2c1	-2.7	-29	-6	-2.0	-3	-0.6	16	1	1	-1.2
COc1cc(C(=O)OCC(=O)NC(=O)C2CCCCC2)ccc1OC(F)F	-0.7	12	-1	-0.9	-17	4.9	13	0	9	1.0
CN(Cc1ccccc1)C(=O)c1cccc(NC(=O)Cc2cccc([N+](=O)[O-])c2)c1	-0.2	-1	-2	3.4	-4	5.7	7	0	-42	4.6
O=C(O)CSc1ncnc2c1oc1ccccc12	0.5	6	0	-0.2	7	4.4	5	2	-6	-4.4
Cc1csc(NC(=O)CSc2nnc(C)s2)n1	-1.5	2	.	0.4	6	4.4	17	1	4	7.1
COc1ccc(N2C(=O)CCC(C(=O)O)C2c2ccc(F)cc2)cc1 (stereo unspecified)	-2.4	26	-3	-1.7	1	2.4	15	1	7	3.6

Grouped by structure: those above containing two or more sulfur atoms (eight)
SMILES	CAL PDZ FP	Rtt109 Vps75	Wnt bcat act	E coli growth	PvdQ inh	phage Ecoli inh	PfHsp90 yeast 2	DAGLB inhibitor	Tat transport	AddAB inh
COc1ccc(NC(=O)[C@@H](NS(=O)(=O)c2cccc(Cl)c2)C(C)C)cc1S(=O)(=O)N1CCOCC1	0.4	-10	17	1.1	-5	6.9	1	1	-3	0.5
Cc1ccc(Cl)cc1NC(=S)NCCCSC1CCCCC1	-0.8	15	-2	-0.2	7	2.1	-4	-9	-7	1.8
CC12CCC(=O)N1C(C(=O)Nc1cc(S(=O)(=O)N3CCCCCC3)ccc1OCC(F)(F)F)CS2 (stereo unspecified)	-2.4	6	13	0.7	-13	-2.3	-5	-3	6	2.5
O=C(O)CCCCCN1C(=O)CSC1=S	0.8	-4	.	-0.9	6	0.0	-10	-2	-7	1.9
CN(C)CC(C)(C)CNS(=O)(=O)c1ccc(Cl)s1	-1.0	.	-3	-0.3	-12	5.5	-5	2	-1	4.1
Cc1noc(C)c1CSc1ccccc1C(=O)Nc1nccs1	-4.7	-4	6	-0.9	-4	1.1	-11	3	6	-0.8
Cc1ccsc1/C=N/NC(=O)CNC(=O)c1ccc(S(=O)(=O)N(C)C)cc1	-2.8	.	-4	-1.3	4	2.7	-9	0	-4	4.1
Cc1csc(NC(=O)CSc2nnc(C)s2)n1	-1.5	2	.	0.4	6	4.4	17	1	4	7.1

Screening data as filed in PubChem.
